MEKK2wt PB1 HTS – raises or lowers MEK5 binding to wildtype human MEKK2 PB1 domain; binding response (% of control), % at 10 µM; 290,000 compounds, 1.1% hits; bead flow cytometry, Alexa488-MEK5 binding to MEKK2 WT; actives lie on both sides; Q9Y2U5; in the data active means binding response below about 67% or above about 130%
NALP1 yeast inh – NALP1 inhibition | AID 2071 | 280,000 compounds, 0.61% hits | inhibition, % at 10 µM | S. cerevisiae NALP1/ASC/caspase-1 growth, X-gal OD620, 72 h; in the data active means inhibition mostly above about 24%, no sharp cut-off; inactive means mostly below about 32%; further: some compounds called inactive have numbers as strong as hits
OXTR ag – agonists of human oxytocin receptor. P30559. CHO-OTR cells, Fluo-8 calcium fluorescence; normalized: DMSO 0%, oxytocin 100%. activation, % at 3 µM. 320,000 compounds, 0.32% hits. AID 2435;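 active means activation above the mean of all tested compounds plus 3 SD, cutoff set per screening run, cut at about 20% in these data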;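 further: peak over basal fluorescence ratio from a 100 s FLIPR kinetic read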
MEKK3 PB1 HTS – MEKK3-MEK5 PB1 interaction, increase or decrease | Q99759 | bead-based flow cytometry, Alexa488-MEK5 binding to MEKK3; actives lie on both sides; 0 = blocked by unlabeled MEK5, 100 = vehicle | binding response (% of control), % at 10 µM | 290,000 compounds, 1.4% hits | AID 1529;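 active means binding response more than 3 SD above or below the average of its plate-row segment, actives on both sides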;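 further: Alexa488 bead fluorescence after subtracting the streptavidin-only scavenger bead signal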
V1aR counter – V1a receptor agonism, counter-screen for OXTR agonists; activation, % at 3 µM; AID 2797; P37288; CHO-V1R cells, Fluo-8 calcium fluorescence, agonist mode; 0% DMSO, 100% 3 nM vasopressin; 320,000 compounds, 0.25% hits;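 active means activation above the mean activation of all tested compounds plus 3 SD, per screening run, cut at about 20% in these data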;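 further: signal is peak over basal fluorescence ratio across a 100 second FLIPR read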
Target sequence (P37288 whole entry, looked up): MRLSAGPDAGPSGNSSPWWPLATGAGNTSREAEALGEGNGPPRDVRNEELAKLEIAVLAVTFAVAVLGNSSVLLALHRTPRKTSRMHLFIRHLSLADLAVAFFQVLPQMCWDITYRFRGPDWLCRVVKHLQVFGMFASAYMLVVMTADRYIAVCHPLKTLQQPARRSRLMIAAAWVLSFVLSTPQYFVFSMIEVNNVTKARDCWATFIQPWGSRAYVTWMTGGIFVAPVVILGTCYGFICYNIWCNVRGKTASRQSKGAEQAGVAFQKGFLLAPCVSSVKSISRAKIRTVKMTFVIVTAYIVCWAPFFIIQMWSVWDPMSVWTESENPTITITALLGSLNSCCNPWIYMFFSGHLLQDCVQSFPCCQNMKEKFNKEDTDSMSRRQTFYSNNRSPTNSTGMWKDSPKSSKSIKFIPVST
GalR3 antag – blocks the human galanin receptor 3; O60755; HEK293 GalR3-CNG cAMP membrane potential fluorescence; galR3 body fused to GalR1 C-terminus; inhibition, % at 3 µM; 360,000 compounds, 0.44% hits; AID 651719;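 active means inhibition above the screen-wide average plus 3 SD, cut at about 13% in these data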;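 further: forskolin and galanin both at EC90 stimulate the cells; cAMP rise reported by CNG channel membrane potential dye signal; 0% = forskolin plus galanin with DMSO and 100% = forskolin alone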
Target sequence (O60755 1-299 limits assumed): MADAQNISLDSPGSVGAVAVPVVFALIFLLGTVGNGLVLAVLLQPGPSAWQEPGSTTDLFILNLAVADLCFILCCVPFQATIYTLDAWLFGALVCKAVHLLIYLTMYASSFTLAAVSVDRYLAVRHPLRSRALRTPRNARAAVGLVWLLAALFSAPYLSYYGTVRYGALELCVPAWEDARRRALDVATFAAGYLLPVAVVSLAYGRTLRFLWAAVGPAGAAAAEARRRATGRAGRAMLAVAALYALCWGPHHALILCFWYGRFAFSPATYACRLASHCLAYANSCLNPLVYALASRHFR
MEKK2mut PB1 HTS – signal of MEK5 binding to mutant human MEKK2 PB1 domain | AID 1530 | 290,000 compounds, 0.35% hits | bead flow cytometry, Alexa488-MEK5 binding to MEKK2 mutant | percent response, % at 10 µM; in the data active means percent response above about 24%, passing the limit was not always enough; further: inactives centre near 1; some results filed as inactive read as strong as hits; reference of the scale not given here
PHOSPHO1 inh – blocks human PHOSPHO1 phosphatase activity | Q8TCT1 | recombinant PHOSPHO1, absorbance phosphatase assay | inhibition, % at 13.3 µM | 290,000 compounds, 1.1% hits; in the data active means inhibition above about 60%
GPR7 antag – antagonists of human GPR7 (neuropeptides B/W receptor 1); GPR7-expressing cells, fluorescence antagonist assay; 290,000 compounds, 1.1% hits; AID 1861; inhibition, % at 4.4 µM; in the data active means inhibition above about 16%, passing the limit was not always enough;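 further: cells stimulated with the agonist NPW; 0% = agonist with vehicle and 100% = vehicle without agonist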
Target sequence (P48145 whole entry, looked up): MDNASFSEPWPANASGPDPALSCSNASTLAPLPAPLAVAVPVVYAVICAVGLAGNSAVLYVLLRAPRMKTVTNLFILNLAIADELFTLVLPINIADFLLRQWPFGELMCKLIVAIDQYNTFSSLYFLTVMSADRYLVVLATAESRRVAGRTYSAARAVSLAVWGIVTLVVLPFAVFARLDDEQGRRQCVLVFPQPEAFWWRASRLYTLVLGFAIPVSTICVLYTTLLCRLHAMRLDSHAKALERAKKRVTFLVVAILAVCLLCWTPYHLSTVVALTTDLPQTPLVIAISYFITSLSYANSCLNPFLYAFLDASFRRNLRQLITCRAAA
* = called active by the depositor; · = not tested or not shown.

SMILES | MEKK2wt PB1 HTS | NALP1 yeast inh | OXTR ag | MEKK3 PB1 HTS | V1aR counter | GalR3 antag | MEKK2mut PB1 HTS | PHOSPHO1 inh | GPR7 antag
CCOC(=O)N1CCN(C(=O)/C=C/c2ccc(C(C)(C)C)cc2)CC1 | 105 | 20 | -2.1 | 103 | 1.0 | -2 | 9 | 32 | 6
Cc1cc(N2C(=O)C3C4c5ccccc5C(c5ccccc54)C3C2=O)no1 (configuration not stated) | 101 | -6 | -1.6 | 98 | -0.4 | -6 | -2 | -6 | 0
CN(C)CCCOC(=O)c1ccc(Br)cc1 | 109 | 45 | 0.1 | 102 | -0.2 | -5 | 4 | 60 | 1
CCOC(=O)c1c(CN2CCOCC2)n(-c2ccccc2)c2cc(Br)c(OC)cc12 | 103 | -7 | -2.4 | 97 | -0.8 | -1 | 1 | 10 | -8
Cc1cccc(-n2c(CNC(=O)c3ccccc3)nnc2SCC(=O)Nc2nccs2)c1 | 103 | · | 0.1 | 107 | 1.8 | · | 6 | 0 | -5
CCOc1ccc(C(=O)NC(C(=O)NCc2cccnc2)C(C)C)cc1 (configuration not stated) | 98 | 15 | -1.0 | 97 | 0.0 | -9 | -5 | -4 | 5
CC(O)c1ccc(-n2cnnn2)cc1 (configuration not stated) | 101 | 34 | 0.4 | 100 | 1.2 | 2 | 0 | 21 | -8
Cc1cc(=O)oc2c(C)c(OCC(=O)NCCN3CCOCC3)ccc12 | 98 | 16 | -0.3 | 99 | -0.3 | 3 | -4 | 24 | -5
CCOC(=O)Cn1nnnc1C(C(C)C)N(Cc1cc2c(C)cc(C)cc2[nH]c1=O)C1CCCC1 (configuration not stated) | 98 | 16 | -0.6 | 109 | 2.9 | 6 | 7 | -12 | -9
CCN(CC)CCC(=O)NN | 99 | 33 | -1.3 | 107 | 0.0 | 4 | -7 | 58 | -15
O=C(NC(=O)c1ccccc1O)c1ccc(C(F)(F)F)cc1 | 66 | · | 14 | 57 | 18 | -1 | -38 | 36 | 9
CC1CCCN(CCCNC(=O)CCn2nc(-c3ccccc3)ccc2=O)C1 (configuration not stated) | · | 20 | -1.5 | · | -1.0 | 0 | · | 14 | -13
CCOc1cccc(/C=N/N2C(C)CCCC2C)c1O (configuration not stated) | 102 | 7 | -0.1 | 99 | -0.6 | -9 | 1 | 38 | -2
O=C(Cn1[nH]c(=O)c2ccccc2c1=O)NNC(=O)c1ccccc1 | 108 | 9 | -0.3 | 115 | 0.3 | -3 | -1 | 39 | 2
NCCCC[C@H](N)c1nnc([C@H](CCC(=O)O)NC(=O)C2CCNCC2)o1 | 102 | 0 | -0.5 | 98 | 0.0 | -5 | 5 | -33 | -9

Compounds above that contain an NH in an aromatic ring (two):
SMILES | MEKK2wt PB1 HTS | NALP1 yeast inh | OXTR ag | MEKK3 PB1 HTS | V1aR counter | GalR3 antag | MEKK2mut PB1 HTS | PHOSPHO1 inh | GPR7 antag
CCOC(=O)Cn1nnnc1C(C(C)C)N(Cc1cc2c(C)cc(C)cc2[nH]c1=O)C1CCCC1 (configuration not stated) | 98 | 16 | -0.6 | 109 | 2.9 | 6 | 7 | -12 | -9
O=C(Cn1[nH]c(=O)c2ccccc2c1=O)NNC(=O)c1ccccc1 | 108 | 9 | -0.3 | 115 | 0.3 | -3 | -1 | 39 | 2

Additional results follow:
SMILES | MEKK2wt PB1 HTS | NALP1 yeast inh | OXTR ag | MEKK3 PB1 HTS | V1aR counter | GalR3 antag | MEKK2mut PB1 HTS | PHOSPHO1 inh | GPR7 antag
Cc1cc(N/N=C/c2ccc(O)c(C)c2O)nc(-c2ccccc2O)n1 | 112 | 11 | 0.9 | 99 | 2.6 | -10 | 3 | -24 | -6
COc1ccc(NC(=S)Nc2ccccc2F)c(OC)c1 | 99 | 14 | -0.6 | 92 | 5.0 | -5 | 1 | 28 | -6
COc1ccc(C(=O)NC(=S)Nc2nc(C)cc(C)n2)cc1Br | 96 | · | 0.2 | 93 | 0.6 | -5 | 0 | -15 | -4
COCCNCC1C(Oc2ccc(Cl)cc2)C(=O)N1c1ccccc1C (configuration not stated) | 112 | 7 | 5.7 | 123 | 2.8 | -8 | 0 | 36 | -3
O=c1[nH]ncc(N2CCCCCC2)c1Cl | 88 | 10 | 1.3 | 101 | 1.8 | -1 | -8 | 41 | 0
O=C1NC(=O)/C(=C\c2ccccc2Oc2ccc(F)c(F)c2)S1 | 104 | -9 | 2.7 | 100 | 4.1 | 1 | 4 | 21 | -8
CN1CCN(CCC(=O)N/N=C/c2ccccc2F)CC1 | 100 | · | 0.6 | 99 | -0.3 | -7 | -3 | 20 | -11
Cc1ccccc1C(=O)NNC(=O)CSc1nnc(-c2ccncc2)n1-c1ccccc1 | 105 | 14 | 0.4 | 113 | -0.1 | -1 | -1 | 1 | -5
Cc1ccc(-c2csc3nnc(SCC(=O)NCc4ccco4)n23)cc1 | 100 | 42 | -1.0 | 105 | 2.7 | -4 | 4 | 18 | 0
Cc1cccc(N(CC(=O)NC2CCCC2)C(=O)c2csnn2)c1C | 102 | 10 | 0.5 | 101 | 1.1 | -4 | 1 | 6 | -6
CC(=O)c1c(N2CCN(c3ccccn3)CC2)nc(=S)n(-c2ccccc2)c1C | 101 | 7 | -0.6 | 114 | -0.3 | -5 | -7 | 48 | -13
Cc1ccc(SCCC(=O)NCCSCc2ccccc2C)cc1 | 108 | 10 | -1.7 | 99 | -0.5 | -2 | 15 | 21 | -6
OC(COCc1ccccc1)CN1CCN(c2ccccc2)CC1 (configuration not stated) | 110 | 16 | 0.7 | 106 | 0.4 | -5 | 7 | 6 | -12
COc1cc(NC(=O)C2CCCCN2)ccc1OCC(C)C (configuration not stated) | 100 | 11 | -0.9 | 100 | -0.1 | -1 | 3 | 4 | -7
c1ccc(CCCCNCC2COc3ccccc3O2)cc1 (configuration not stated) | 113 | 23 | 1.4 | 104 | 1.2 | -3 | 5 | -29 | 2
CC(C)[C@H](NC(=O)c1cc2cc(Cl)ccc2n1C)C(=O)N1CCC(C(=O)O)CC1 | 102 | 29 | 0.0 | 105 | 0.3 | -4 | 0 | 22 | -2
CC1(C)Cc2c(sc3c2c2ncnn2c2nnc(SCC(=O)NCc4ccco4)n32)CO1 | 104 | 13 | 0.4 | 109 | 0.1 | 1 | 11 | 21 | -1
CCCCCCCCOC(=O)CCc1c(C)[nH]c(=S)[nH]c1=O | 94 | -9 | -1.0 | 95 | 1.7 | 0 | -4 | 29 | 12
CCOc1ccc2nc(SCC(=O)NCc3ccc4c(c3)OCO4)[nH]c2c1 | 107 | 32 | -1.9 | 102 | -1.1 | 6 | 5 | 3 | -9
COc1ccc(Nc2nc(C)nc3c2oc2ccccc23)cc1 | 104 | 9 | -2.1 | 104 | -1.6 | -9 | 1 | · | 8
CC(C)(C)C1CCc2c(sc3c2C(=O)NC(c2ccco2)N3)C1 (configuration not stated) | 90 | -87 | 0.4 | 93 | 0.0 | -8 | -7 | 14 | -15
COc1ccc(CCNC(=O)c2cc(C(C)C)on2)cc1OC | 106 | · | -1.0 | 100 | 1.2 | · | 3 | 19 | -8
COc1ccccc1/C=C1/SC(=S)N(C(C)C(=O)NC2C=CS(=O)(=O)C2)C1=O (configuration not stated) | 101 | -4 | 1.8 | 100 | 4.2 | 3 | 5 | 18 | -19
CN(C1CCCCC1)S(=O)(=O)c1ccc2[nH]c(=O)oc2c1 | 101 | 11 | 1.6 | 102 | 0.5 | -5 | 1 | 6 | -17
Cc1ccc(Cn2ncc3c(N4CCN(C)CC4)ncnc32)cc1 | 104 | 15 | 2.7 | 103 | 1.5 | 0 | 5 | 8 | -7
O=C(O)CSc1nnc(-c2cccs2)n1-c1ccc(Cl)cc1 | 100 | 17 | -0.2 | 103 | 0.0 | -4 | 2 | 1 | 0
Cc1ccc(N(C(=O)Cc2cccs2)C(C(=O)NC2CCCCC2)c2ccccn2)cc1C (configuration not stated) | 94 | 27 | -0.5 | 96 | -0.4 | -4 | -2 | -13 | 1
CCn1c(N)c(C(=O)NCc2ccco2)sc1=S | 101 | 13 | 0.9 | 102 | 1.4 | -2 | 4 | -73 | -9
CC(=O)Nc1sc(/C(C#N)=C/c2ccc(Cl)c(Cl)c2)nc1-c1ccc(C)cc1 | 25* | 20 | · | 118 | · | -3 | 104* | 12 | -3
Cc1ccc(OCCNC(=O)c2ccccc2N)cc1 | 97 | 10 | -1.4 | 91 | -0.5 | 2 | -8 | 24 | -4
OCCNC(=S)Nc1cccc(Cl)c1Cl | 98 | 7 | -0.1 | 97 | 0.0 | 5 | 1 | -6 | -7
C/C(=C\C(=O)c1ccccc1)Nc1ccc(O)cc1 | 103 | 18 | -0.3 | 102 | -0.4 | -3 | 5 | 10 | -6
COc1ccccc1C(=O)N(Cc1sccc1C)C1CCS(=O)(=O)C1 (configuration not stated) | 103 | 19 | -0.1 | 104 | -0.4 | -6 | 6 | 14 | -5
O=C(CSCc1ccccc1Br)Nc1ccccc1 | 102 | 15 | -1.9 | 97 | -0.3 | -10 | -1 | 3 | -2
CC(O)(CS(=O)(=O)Cc1ccccc1Cl)C(=O)Nc1cccc(C(F)(F)F)c1 (configuration not stated) | 92 | 1 | 3.5 | 91 | 0.2 | -2 | -2 | 32 | -14
CCn1c(SCC(=O)NC2=NCCS2)nnc1C(C)NC(=O)c1ccccc1F (configuration not stated) | 96 | 7 | 0.7 | 95 | 1.3 | 2 | 0 | 19 | -6
CN=c1scc(-c2ccccc2F)n1/N=C/c1ccc[nH]1 | 88 | 6 | 0.1 | 93 | 0.8 | -4 | -12 | 48 | 11
CN=Cc1sc2ccccc2c1O | 94 | 3 | -0.2 | 100 | 0.0 | -9 | 2 | 24 | -11
CC(C)(C)OC(=O)CC[C@@H](C(=O)N1CCN(C(=O)OC(C)(C)C)CC1)n1cc(C(Cc2ccc(O)cc2)NC(=O)OC(C)(C)C)nn1 (some centres not stated) | 103 | 0 | -1.3 | 104 | -0.8 | -5 | 7 | -29 | -22
COc1ccc([N+](=O)[O-])cc1NC(=O)C(C)Sc1ccccc1 (configuration not stated) | 101 | 13 | -2.0 | 100 | -0.7 | -2 | 1 | -12 | -9
S=C(Nc1ccc(Cl)cc1)NC1CC2CCCC(C1)N2C1CC1 (configuration not stated) | 119 | 26 | 11 | 110 | 4.4 | -13 | 10 | 36 | -11
CCCN(CCC)CC(=O)NCC1(c2ccccc2)CCOCC1 | 102 | 12 | -0.8 | 89 | 1.1 | -5 | -2 | 4 | -18
O=C(c1cc(-c2ccccc2Cl)nc2ccc(Br)cc12)N1CCN(c2ccccn2)CC1 | 88 | 9 | 0.5 | 92 | 0.9 | -3 | -9 | 25 | -6
COC(=O)c1cc(C(C)=O)n2ccccc12 | 105 | -3 | -1.4 | 106 | 0.1 | -1 | 4 | 7 | -24
CC(C)CNC(=O)NC(=O)COC(=O)C1CSC2(c3ccc(F)cc3)CCC(=O)N12 (configuration not stated) | 92 | -14 | -0.9 | 96 | -0.4 | -6 | -5 | 27 | -12
O=C(CN1CCCCC1)Nc1ccc(NC(=O)c2ccc(Cl)cc2)cc1Cl | 104 | 21 | 0.5 | 99 | -0.3 | -4 | 3 | -9 | -3

2 entries picked at random from the list so far:
SMILES | MEKK2wt PB1 HTS | NALP1 yeast inh | OXTR ag | MEKK3 PB1 HTS | V1aR counter | GalR3 antag | MEKK2mut PB1 HTS | PHOSPHO1 inh | GPR7 antag
Cc1cccc(N(CC(=O)NC2CCCC2)C(=O)c2csnn2)c1C | 102 | 10 | 0.5 | 101 | 1.1 | -4 | 1 | 6 | -6
CCOc1ccc(C(=O)NC(C(=O)NCc2cccnc2)C(C)C)cc1 (configuration not stated) | 98 | 15 | -1.0 | 97 | 0.0 | -9 | -5 | -4 | 5
